Autophagy mod: autophagy modulation, high-content screen | 190,000 compounds, 0.98% hits | calls only at 10 µM (by protocol) | AID 463193 | MEF GFP-LC3 puncta imaging; test concentration mostly 10 µM;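 active = percentage of spot-positive cells more than 3 SD above its plate mean, without a fluorescence outlier flag or 80% toxicity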;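 note: spot-positive cell cutoff set from DMSO-treated cells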
Insulin prom up: MIN6 insulin promoter up-regulation. z-score at 5 µM. MIN6 insulin promoter-GFP reporter, high-content imaging; active compounds read high. 190,000 compounds, 0.3% hits;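 active = z-score above 3 at 5 µM with at least 500 cells counted in the well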
Lipid droplet: modulators of hepatic lipid droplet formation; AML12 mouse hepatocytes, oleate lipid droplets, BODIPY imaging; inhibition, % at 6.5 µM; 240,000 compounds, 0.4% hits;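 active = lipid droplet intensity inhibited by at least 50%, with more than 500 cells counted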
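System: AML12 hepatocytes (mouse). Probe or stimulus: oleic acid at 100 µM to induce lipid droplet formation. Times: overnight treatment with compound plus oleate. Detection: Image-based BODIPY and DAPI two-channel analysis. Evaluation: percent inhibition of filter-corrected integrated lipid droplet intensity per well.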
b-catenin transl: modulators of beta-catenin nuclear translocation; AID 1665; nuclear translocation activity, % at 5 µM; HeLa beta-catenin nuclear translocation, immunofluorescence imaging; 190,000 compounds, 0.3% hits;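 active = nuclear translocation activity above 50% at 5 µM, with a well cell count of 50 or more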;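 note: per-cell ratio of nuclear to cytoplasmic median beta-catenin stain intensity; plate controls were DMSO negative control for no effect and GSK-3 inhibitor IX positive control for full effect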
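Test system: HeLa cells, endogenous beta-catenin; Compound: single 5 µM dose plus 0.02–20 µM confirmation series; Times: compound exposure 24 h at 37°C; Signal: fluorescence imaging of beta-catenin antibody stain plus DAPI; Read-out: % activation, nuclear-to-cytoplasmic median beta-catenin signal ratio per cell.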
MT stabilizer: microtubule stabilization, imaging screen. HeLa tubulin immunostaining HCS, 24 h; share of cells brighter than vehicle mean+2SD. % tubulin-high responders, % at 10 µM. 200,000 compounds, 0.83% hits. AID 2205;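 active = plate Z-score above 3 for both tubulin-high and condensed-nucleus cell shares, with cell loss under 80%, at 10 µM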;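 note: anti alpha tubulin signal scored within the nucleus-defined area of each cell; some results filed as inactive read as strong as hits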
T cell HTS: T cell immune modulators affecting CD8 T cell-vesicle binding | 2C CD8+ T cell-vesicle binding, flow cytometry; active compounds read low | calls only at 7 µM | 330,000 compounds, 0.068% hits;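 active = response, share of CD8 T cells binding vesicles, and their 90th percentile fluorescence all below set limits, cut at about 80% in these data, passing the limit was not always enough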
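material = purified 2C TCR transgenic mouse naive CD8+ T cells | controls = Unloaded micro-vesicles (low), QL9 vesicles with 0.7% DMSO (high) | detection = cytometric PE anti-B7-1 and Alexa647 anti-CD8 signals after 1% paraformaldehyde fixation | incubation = binding step 1.5 h, 37 °C, antibody labelling 20 min, ice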
Myeloid diff MLP: myeloid differentiation induction; ER-HoxA9 myeloid progenitors, lysozyme-GFP differentiation, flow cytometry; calls only at 10 µM; 360,000 compounds, 1% hits;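 active = normalized GFP-positive differentiation at or above the plate's own cutoff, the solvent-only control mean plus 3 SD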;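 note: cells exposed to compound for four days before flow analysis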
West Nile antiviral: inhibition of WNV-induced cytopathic effect – cell-based, CPE readout (AID 1621); West Nile virus-infected cells, CPE inhibition; higher % means a stronger effect; CPE inhibition, % at 10 µM; hits with a dose series show IC50 in µM; 290,000 compounds, 0.02% hits; in the data active = a potency from the dose series; note: strong numbers were not always called active
WT yeast gro inh: growth inhibition of WT yeast, mitochondrial fusion screen; mitochondrial fusion phenotypic screen, WT strain; inhibition, % at 10 µM; 190,000 compounds, 2.1% hits; AID 1362; in the data active = inhibition above about 58%; tested in S. cerevisiae
WT yeast gro inh mutant strain: recorded beside WT yeast gro inh, whose call it bears; inhibition, %; mitochondrial fusion phenotypic screen, mutant strain inhibition
Insulin prom up cell count: also measured in Insulin prom up; calls as there; cell count; measured here: cytotoxicity, nuclei count;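 total cells summed across four imaged fields per well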
Lipid droplet cells 6.5 µM: also measured in Lipid droplet; calls as there; cell count; measured here: cell count, cytotoxicity flag;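 cells counted across two imaged fields per well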
b-catenin transl cell count 5 µM: further read-out of b-catenin transl, marked with its call; cell count; measured here: cell count, cytotoxicity flag
T cell HTS vesicle-bound %: further read-out of T cell HTS, marked with its call; double positive events, %; measured here: CD8+ vesicle-bound cell fraction;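 binding gate set so that unloaded-vesicle control wells show 10% double positive cells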
MT stabilizer Hoechst-high %: recorded beside MT stabilizer, whose call it bears; % Hoechst-high responders; measured here: nuclear condensation Hoechst responders;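 share of cells brighter than vehicle mean plus two SD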
MT stabilizer cytotoxicity %: recorded beside MT stabilizer, whose call it bears; toxicity, %; measured here: cytotoxicity by cell density;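 0% = mean cell density of plate MIN control wells and 100% = no cells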
Autophagy mod cell loss 18 h: second read-out of Autophagy mod, no call of its own (marks repeat the call); toxicity, %; measured here: cell loss, nuclei count;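 cell loss after 18 h compound exposure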
Myeloid diff MLP GFP+ MAC1+ %: recorded beside Myeloid diff MLP, whose call it bears; GFP+ MAC1+ double positive, %; measured here: differentiation confirmed by MAC1 staining
Active calls of the source: *; i = inactive; x = not tested or not shown; + = active, no number.

Each structure is followed by: Autophagy mod	Autophagy mod cell loss 18 h	Insulin prom up	Insulin prom up cell count	Lipid droplet	Lipid droplet cells 6.5 µM	b-catenin transl	b-catenin transl cell count 5 µM	MT stabilizer	MT stabilizer Hoechst-high %	MT stabilizer cytotoxicity %	T cell HTS	T cell HTS vesicle-bound %	Myeloid diff MLP	Myeloid diff MLP GFP+ MAC1+ %	West Nile antiviral	WT yeast gro inh	WT yeast gro inh mutant strain
Cc1cc(C(=O)COC(=O)c2ccc[nH]c2=O)c(C)n1-c1ccccc1F
    x	x	1.1	835	10	691	-0.9	1387	x	x	x	i	37	i	0.4	0.1%	x	x
O=C(COc1ccccc1)Nc1cccc(-c2nnc(-c3ccccc3)o2)c1
    x	x	0.02	1244	x	x	-4.1	851	x	x	x	i	38	i	0.7	1.1%	x	x
Cc1cc(C)c(S(=O)(=O)N2CCN(C(=O)C(C)Cn3nc(C)nc3C)CC2)c(C)c1 (stereo unspecified)
    x	x	x	x	0	733	x	x	x	x	x	i	33	i	0.3	-0.8%	x	x
CC(=O)N(/N=C1\Sc2ccccc2C1=O)c1ccccc1C
    i	-2	-0.29	1604	x	x	0.5	1257	3.9	2.1	1.7	i	7	i	1.5	-0.1%	-3	12
COc1ccc(CCN(C)C(=O)CN2C(=O)c3ccccc3S2(=O)=O)cc1OC
    i	6	-0.25	1343	x	x	-5.6	942	0.6	1.1	2.0	i	33	i	1.6	0.1%	31	14
Cc1ccc(C(C(=O)NCc2ccco2)N(Cc2ccco2)C(=O)CNC(=O)c2ccco2)cc1 (stereo unspecified)
    i	-17	1.9	1381	x	x	0.6	1440	2.8	2.1	3.1	i	33	i	0.9	0.4%	5	-8
CC(C)S(=O)(=O)N1CCCC(C(=O)c2cccc(Cl)c2)C1 (stereo unspecified)
    i	10	0.04	1404	-12	652	-0.2	1106	2.6	1.0	1.2	i	23	i	0.3	-0.4%	15	12
COc1ccc(C)cc1NC(=S)NC12CN3CN(CN(C3)C1)C2
    i	17	1.7	1705	-4	651	-3.1	878	4.4	1.6	0.9	i	27	x	x	0.1%	2	6
O=c1[nH]c2ccc(NC(=S)Nc3ccccc3Cl)cc2[nH]1
    i	-14	x	x	-11	734	6.2	1071	1.1	1.1	3.2	i	59	i	0.7	0.3%	-1	-10
CCC(C)[C@@H](NC(=O)OC(C)(C)C)c1nnc(S(=O)(=O)Cc2cccc(C)c2)o1 (stereo partly specified)
    i	-3	x	x	x	x	-3.9	995	5.0	3.3	6.4	x	x	i	0.3	-0.1%	-7	8
CCN(CC)CCNS(=O)(=O)c1ccc(Cl)cc1
    i	-4	0.47	1373	x	x	-1.7	957	2.2	1.8	9.9	i	61	i	1.0	-0.6%	-2	-13
CCc1ccc(C(=O)NCc2cnn(C)c2)s1
    i	8	-0.14	1643	14	672	-7.8	1048	4.9	1.6	5.6	i	42	i	0.4	0.0%	-7	6
CCOC(=O)N1CCC(NC(=O)C2CCCN(Cc3nc(-c4cccc(C)c4)oc3C)C2)CC1 (stereo unspecified)
    x	x	x	x	-45	680	x	x	x	x	x	i	10	i	1.4	-0.6%	x	x
O=C(Cc1ccccc1)N/N=C/c1cc(Br)cs1
    x	x	x	x	0	845	x	x	x	x	x	i	37	i	0.9	-0.9%	x	x
Cc1ccc(S(=O)(=O)Nc2cc(C(F)(F)F)ccc2N2CCOCC2)cc1C
    i	11	-0.12	1579	2	589	-2.8	528	3.4	3.0	7.5	i	29	i	0.8	-1.1%	4	-9
CC(C)(C)c1ccc(C(=O)OCCNC(=O)c2c(Cl)nc3ccccn23)cc1
    i	10	-0.05	816	-2	761	-5.3	1158	3.1	2.3	5.6	i	47	i	2.3	1.6%	35	-12
C=Cn1cc[n+](CC(=O)c2ccc(OC)cc2)c1
    x	x	x	x	-17	801	x	x	x	x	x	i	40	+	2.3*	-0.9%	x	x
FC(F)(F)c1cnc(COc2cc(Cl)cc(Cl)c2)c(Cl)c1
    x	x	-0.76	1407	x	x	-0.8	1263	x	x	x	i	18	i	0.2	0.3%	x	x
NS(=O)(=O)c1ccc(NC(=S)Nc2ccc(S(=O)(=O)N3CCCC3)cc2)cc1
    i	2	0.01	1116	-22	708	-2.2	1083	1.4	2.2	4.7	i	54	i	0.1	0.6%	-15	0
COc1ccccc1C1NC(=O)NC(C)=C1C(=O)OCc1ccccc1 (stereo unspecified)
    x	x	x	x	0	779	x	x	x	x	x	i	54	i	0.4	-1.6%	x	x
O=C(COc1ccc2ccccc2c1)Nc1ccc(S(=O)(=O)N2CCCCCC2)cc1
    i	-5	x	x	-9	740	-0.6	1175	3.3	2.1	7.5	i	44	i	1.0	0.8%	7	10
COC(=O)c1cc2oc3ccccc3c2n1CC(=O)N1CCCc2ccccc21
    i	0	-0.83	931	-5	766	1.1	1185	0.5	0.8	8.0	i	32	+	9.2*	-0.2%	17	16
COCCNCC(=O)N1CCCCCC1
    i	5	0.21	946	-3	695	2.2	1023	2.2	2.2	7.3	i	62	i	0.2	0.0%	9	3
O=C(O)COc1ccc2nsnc2c1Cl
    i	-47	0.18	1156	x	x	-5.7	974	3.7	1.9	2.0	i	63	i	0.9	x	17	-2
O=C1CCC(/C=C/c2ccccc2)=NN1
    i	-4	-0.1	1188	10	705	5.5	775	7.6	3.4	6.3	i	43	i	0.2	-0.7%	-4	-11
COC(=O)c1ccc(/C=N\NC(=O)c2c(C)nc3ccc(Cl)cn23)cc1
    x	x	x	x	1	805	x	x	x	x	x	i	28	i	0.5	-0.4%	x	x
Cc1ccc(NC(=O)CN2C(=O)S/C(=C\c3ccc(OCC(=O)O)c(Br)c3)C2=O)cc1
    x	x	x	x	2	826	x	x	x	x	x	i	65	i	0.2	-0.4%	x	x
CCOc1ccccc1NC(=O)CN(C)S(=O)(=O)c1cnc[nH]1
    i	-3	-0.62	1181	8	676	-1.8	1116	3.1	1.8	10	i	22	i	0.8	x	-3	-12
COCc1c(Br)c(C)nc(OCC(=O)N/N=C/c2ccco2)c1C#N
    i	-12	2.3	1031	-10	684	1.6	1031	2.7	2.6	7.7	i	54	i	0.1	0.1%	-2	19
O=C(Nc1ccccc1Cl)c1cccc(NC(=O)C2CCCC2)c1
    x	x	x	x	2	836	x	x	x	x	x	i	48	i	0.3	-1.1%	x	x

A second format for four compounds above:
structure,Autophagy mod,Autophagy mod cell loss 18 h,Insulin prom up,Insulin prom up cell count,Lipid droplet,Lipid droplet cells 6.5 µM,b-catenin transl,b-catenin transl cell count 5 µM,MT stabilizer,MT stabilizer Hoechst-high %,MT stabilizer cytotoxicity %,T cell HTS,T cell HTS vesicle-bound %,Myeloid diff MLP,Myeloid diff MLP GFP+ MAC1+ %,West Nile antiviral,WT yeast gro inh,WT yeast gro inh mutant strain
NS(=O)(=O)c1ccc(NC(=S)Nc2ccc(S(=O)(=O)N3CCCC3)cc2)cc1,i,2,0.01,1116,-22,708,-2.2,1083,1.4,2.2,4.7,i,54,i,0.1,0.6%,-15,0
O=C(Cc1ccccc1)N/N=C/c1cc(Br)cs1,x,x,x,x,0,845,x,x,x,x,x,i,37,i,0.9,-0.9%,x,x
COCCNCC(=O)N1CCCCCC1,i,5,0.21,946,-3,695,2.2,1023,2.2,2.2,7.3,i,62,i,0.2,0.0%,9,3
COC(=O)c1ccc(/C=N\NC(=O)c2c(C)nc3ccc(Cl)cn23)cc1,x,x,x,x,1,805,x,x,x,x,x,i,28,i,0.5,-0.4%,x,x

(more compounds)
Each structure is followed by: Autophagy mod	Autophagy mod cell loss 18 h	Insulin prom up	Insulin prom up cell count	Lipid droplet	Lipid droplet cells 6.5 µM	b-catenin transl	b-catenin transl cell count 5 µM	MT stabilizer	MT stabilizer Hoechst-high %	MT stabilizer cytotoxicity %	T cell HTS	T cell HTS vesicle-bound %	Myeloid diff MLP	Myeloid diff MLP GFP+ MAC1+ %	West Nile antiviral	WT yeast gro inh	WT yeast gro inh mutant strain
Cc1ccc(C(=O)Nc2nncs2)cc1S(=O)(=O)N1CCOCC1
    i	-1	0.33	1216	2	771	x	x	3.5	0.8	72	i	12	i	1.4	0.4%	-3	-17
CC(=O)N(Cc1cccc(Br)c1)c1ccc(N2CCOCC2)c(Cl)c1
    x	x	x	x	-20	782	x	x	x	x	x	i	55	i	0.8	-1.5%	x	x
CCn1cc(CN2CCC(n3nccc3NC(=O)CCOc3ccccc3)CC2)cn1
    x	x	x	x	-9	584	x	x	x	x	x	i	13	i	0.5	0.2%	x	x
CCCOC(=O)CC1C(=O)NCCN1Cc1ccc(F)cc1 (stereo unspecified)
    i	0	0.39	964	x	x	x	x	9.9	2.3	6.3	i	40	i	2.4	x	4	-12
COc1ccc(CN2CCN(CC(O)Cn3c4ccccc4c4ccccc43)CC2)cc1 (stereo unspecified)
    i	-19	-1.2	974	15	655	-0.1	950	1.5	2.2	14	i	37	i	0.2	3.0%	86	90
C=CCOc1ccc(/C(O)=C2/C(=O)C(=O)N(CCCn3ccnc3)C2c2cccs2)cc1 (stereo unspecified)
    i	-9	0.04	1423	x	x	-2.6	892	5.0	1.8	0.5	i	14	i	0.6	1.4%	6	-4
O=C(Nc1ccc(OCC(=O)N2CCOCC2)cc1)c1cccc(Cl)c1
    x	x	x	x	34	816	x	x	x	x	x	i	62	i	0.2	-0.4%	x	x
Cc1c(N=C(N)/N=C(\N)Nc2ccc(Br)cc2)c(=O)n(-c2ccccc2)n1C
    i	-13	0.15	1440	16	593	0.0	1060	2.8	2.5	6.3	i	43	i	0.3	0.3%	-20	-6
COc1cc(/C=C2/C(C)=C(C#N)c3nc(N)c(C#N)c(C)c32)ccc1OCC(=O)O
    i	7	0.58	1447	5	715	0.2	1526	1.8	1.5	4.6	i	58	x	x	-0.2%	-1	3
Cn1c(=O)[nH]c(=O)c2[nH]c(CN3CCN(Cc4ccccc4)CC3)nc21
    x	x	1.2	875	1	704	-1.3	1295	x	x	x	i	19	i	1.2	0.7%	18	-3

Compound activity deposited in PubChem BioAssay by several laboratories.
